# RAD54 inh: blocks human RAD54 Holliday junction branch migration. Q92698. FAM/BHQ fluorescence. inhibition, % at 10.4 µM. hit rate 0.14% among 360,000. AID 602329;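 active = mean normalized replicate activity at least 40 and at least half of replicates scoring 40 or more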;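 also: 0% = median of neutral control wells and 100% = median of positive control wells; inhibitors cause a drop in the FAM fluorescence signal; in these data hits start at about 50%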
# Target sequence (Q92698 whole entry, looked up): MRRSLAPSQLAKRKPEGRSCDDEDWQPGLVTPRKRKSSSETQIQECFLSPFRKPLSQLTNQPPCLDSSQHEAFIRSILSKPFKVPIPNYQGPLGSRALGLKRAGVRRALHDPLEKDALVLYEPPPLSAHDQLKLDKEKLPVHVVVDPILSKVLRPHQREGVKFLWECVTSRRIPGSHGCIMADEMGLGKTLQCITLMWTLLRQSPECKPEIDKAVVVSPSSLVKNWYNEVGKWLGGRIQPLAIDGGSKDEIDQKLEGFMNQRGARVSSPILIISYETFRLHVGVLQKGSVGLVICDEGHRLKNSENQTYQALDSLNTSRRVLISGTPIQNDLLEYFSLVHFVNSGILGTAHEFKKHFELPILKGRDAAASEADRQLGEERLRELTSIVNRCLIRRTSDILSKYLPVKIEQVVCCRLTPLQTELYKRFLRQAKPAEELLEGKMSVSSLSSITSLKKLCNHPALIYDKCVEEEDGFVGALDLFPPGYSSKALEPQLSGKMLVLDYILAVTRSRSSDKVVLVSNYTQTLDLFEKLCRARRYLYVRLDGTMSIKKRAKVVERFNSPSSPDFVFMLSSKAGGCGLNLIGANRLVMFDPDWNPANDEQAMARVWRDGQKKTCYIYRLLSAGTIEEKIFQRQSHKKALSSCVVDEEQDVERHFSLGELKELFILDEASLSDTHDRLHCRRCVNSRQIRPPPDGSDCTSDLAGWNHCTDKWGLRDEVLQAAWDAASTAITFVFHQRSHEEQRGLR
# * hit, by the source's call. This is a subset. The share of hits here may be higher or lower than overall.
structure	RAD54 inh
COCCn1c(Cc2ccccc2)nnc1SCC(=O)NC(C)(C)C	-1
COc1ccc(-c2nnc(NC(=O)c3ccc(S(=O)(=O)N4CCc5ccccc5C4)cc3)o2)cc1	-4
O=C(NC1CC2CCCC(C1)N2C(=O)Nc1ccc(Cl)c(C(F)(F)F)c1)C1CC1 (configuration not stated)	-7
Nc1nonc1C(=O)NCCNCc1cc(Br)ccc1OCc1ccccc1F	10
COc1cc(Cn2ccnc2)c(OC)cc1Cn1ccnc1	-6
Cc1c(Cl)c([N+](=O)[O-])nn1CC(=O)NC(C)C1CC2CCC1C2 (configuration not stated)	9
CCCS(=O)(=O)NC(=O)C1(C)CCN(C(=O)Cc2cccc3ccccc23)C1 (configuration not stated)	1
CCCCCCNCc1cccc(Br)c1	-6
CCOc1cc(CNc2ccc(O)cc2)ccc1OCc1ccc(Cl)cc1Cl	-1
CN1CCN(c2ccc([N+](=O)[O-])cc2C(=O)c2ccc(Br)cc2)CC1	-1
O=C(CSc1nnnn1C1CCCC1)Nc1ccc(F)cc1	-10
[O-]C1=N/[N+](=C/c2ccc(Cl)cc2)CC1	2
CCc1cccc(C)c1NC(=O)CCCC(=O)O	-5
CC1C2CC(C(S(=O)(=O)N3CCOCC3)C2=O)C1(C)C (configuration not stated)	-15
Cc1ccc(S(=O)(=O)NCCN=C(CN2CCOCC2)NS(=O)(=O)c2ccc(C)cc2)cc1	-3
COc1cc(OC)c(C#N)c(S(=O)(=O)Cc2ccccc2)c1	4
O=c1oc2ccccc2c(O)c1/C=C1\C=Nc2ccccc21	15
CCOc1ccccc1NC(=O)CN(c1ccc(OC)cc1)S(=O)(=O)c1c(C)noc1C	-12
CC(C)(C)NC(=O)C(c1ccc(F)cc1)N(Cc1ccco1)C(=O)Cn1nnc(-c2cccs2)n1 (configuration not stated)	-7
CCOC(=O)C(NC(C)=O)(Nc1ccc(S(=O)(=O)Nc2nccs2)cc1)C(F)(F)F (configuration not stated)	11
COc1ccc(C(=O)NCCSCc2ccc(C)cc2)cc1	-5
C=CCNc1nc(Nc2ccc(OC)cc2OC)nc(OCC)n1	9
CC(=O)Oc1c(Cl)c(N2CCOCC2)c(OC(C)=O)c2ccccc12	-10
O=C1CCC(C(=O)N(c2ccccc2)C2(C(=O)NC3CCCCC3)CCCCC2)N1 (configuration not stated)	-5
Cc1cc2nc(C3CCCN(C(=S)Nc4ccccc4C)C3)[nH]c2cc1C (configuration not stated)	9
CC(=O)c1ccc(NC(=O)N[C@@H](Cc2ccccc2)C(=O)O)cc1	-2
COc1ccc(Br)cc1/C=N/NC(=O)c1ccc(COc2ccc3c(c2)CCC3)o1	-3
O=C(O)CCc1ccc(-c2cccs2)n1NC(=O)c1ccc(Cl)cc1	0
CNCc1ccccc1Sc1ccc(OC)cc1	7
Cc1nc(C)c(C)nc1C	-2

# The final 2 entries of the section before open the next one:
structure	RAD54 inh
CNCc1ccccc1Sc1ccc(OC)cc1	7
Cc1nc(C)c(C)nc1C	-2
O=C1Nc2cc(C(=O)N3CCN(Cc4ccccc4)CC3)ccc2SC1N1CCOCC1 (configuration not stated)	-3
O=C(CSc1nn(-c2ccccc2)c(=S)s1)Nn1cnnc1	-3
NC(=O)C[C@@H]1N[C@]2(C(=O)Nc3ccccc32)[C@@H]2C(=O)N(C3CCCCC3)C(=O)[C@H]12	-5
O=C(CN1C(=O)COc2ccccc21)Nc1ccc2c(c1)OCCO2	-3
CCCC(=O)Nc1ccc(N2CCN(C(=O)c3ccccc3C)CC2)cc1	-5
O=C(Cc1ccccc1[N+](=O)[O-])NCc1ccccc1Cl	-3
CCOC(=O)c1[nH]c2ccc(OC)cc2c1NC(=O)NC(C)C	0
O=C1[C@@H]2C(Cc3ccc(O)cc3)NC3(C(=O)Nc4ccc(F)cc43)[C@@H]2C(=O)N1c1ccccc1 (some centres not stated)	-5
CCOC(=O)c1c(C)[nH]c(N=Nc2ccc(C)cc2C)c1C	-6
CCc1ccccc1NC(=O)CCc1nc(-c2ccc(C)cc2)no1	-2
COc1ccc(NC(=O)c2ccc3c(c2)OCO3)cc1Cl	-15
CC(C)(C)C(=O)COC(=O)c1cccc(NC(=O)c2ccco2)c1	4
COc1ccc(-n2nc3c(N4CCC(C(=O)NCc5ccco5)CC4)nnc(C)c3c2C)cc1	-2
C=CCn1c(CCCOc2ccc(Cl)cc2Cl)nnc1SCC(=O)Nc1nccs1	4
CCOc1ccc2[nH]c(=O)c(CN(CCO)C(=O)CC)cc2c1	4
O=C(c1ccccc1)C(Cn1cncn1)C(Sc1ccccc1)c1ccccc1 (configuration not stated)	3
COc1ccc(NC(=S)NC(NC(=O)c2cccc(Cl)c2)C(Cl)(Cl)Cl)c([N+](=O)[O-])c1 (configuration not stated)	-9
Cc1ccc(CCN2CC(C(=O)NCc3ccco3)CC2=O)cc1 (configuration not stated)	-7
CC1(C)SC(=S)N(Cc2ccc3c(c2)OCO3)C1N(O)C(=O)NC1CCCCC1 (configuration not stated)	3
CCOc1ccc(-n2nnnc2SCC(=O)c2ccccc2)cc1	3
CCC(C(=O)Nc1ncn[nH]1)(C(F)(F)F)C(F)(F)F	-9
Cc1ccc(C)c(NC(=O)CCN2CCOCC2)c1	-16
O=C(COC(=O)c1cnccn1)c1ccc(OC(=O)c2ccccc2)cc1	-8
CCOC(=O)Cn1nnc2c(sc3nc4c(c(-c5ccc(Cl)cc5)c32)CCC4)c1=O	-15
COc1ccc2cc(C(c3nnnn3CC3CCCO3)N3CCOCC3)c(=O)[nH]c2c1 (configuration not stated)	-3
CC(C)(C)OC(=O)NCc1ccc(NC(=O)c2nc[nH]c2C(=O)NCCCCNC(=O)c2[nH]cnc2C(=O)Nc2ccc(CNC(=O)OC(C)(C)C)cc2)cc1	4
O=C(NCCN1CCOCC1)c1ccc(=O)oc1	-6
CCC(=O)c1ccc(OCC(O)CN2CCN(S(=O)(=O)N3CCCCC3)CC2)cc1 (configuration not stated)	-10
CCOc1ccc(Nc2oc(-c3cccs3)nc2C#N)cc1	0
O=C1CCCc2nc(N3CCc4ccccc43)ncc21	-9
Cc1ccc2nc(SCC(=O)N(CC(C)C)c3c(N)n(CC(C)C)c(=O)[nH]c3=O)[nH]c2c1	-1
COc1ccc(N(CC(=O)Nc2ccc(OC)c(Cl)c2)S(=O)(=O)c2c(C)noc2C)cc1	3
CCc1cc2c(N[C@@H](C)C(=O)O)ncnc2s1	-4
CCCCOc1ccc2ccccc2c1C=O	-20
O=C(COC(=O)C12CC3CC(CC(O)(C3)C1)C2)Nc1ccccc1OC(F)F	3
COc1ccccc1C1/C(=C(/O)c2ccc(OC(C)C)cc2)C(=O)C(=O)N1c1cc(C)on1 (configuration not stated)	-3
CC1=C(C(N)=O)C(c2ccccc2F)NC(=O)N1 (configuration not stated)	1
Cc1csc(NC(=O)c2cccs2)n1	-3
O=C(Nc1nc2nc(-c3ccccc3)cc(=O)n2[nH]1)c1ccccc1	5
CC1CCCN(C(=O)Cn2nnc(-c3ccc(N(C)C)cc3)n2)C1 (configuration not stated)	-12
Cc1ccc(C)c2c3c([nH]c12)-c1nonc1CC3	12
CC(=O)Nc1ccc(C(=O)NC(CC(=O)O)c2ccc(Cl)cc2)cc1 (configuration not stated)	-2
Cc1ccc2c(c1)nnn2C1CCN(S(=O)(=O)c2ccc(C(=O)NC3CCCC3)cc2)CC1	10
CCOC(=O)c1cc(=O)n2[nH]c(-c3ccc(C)cc3)cc2n1	-12
Cc1ccc(NC(=O)CCn2nc(C)cc2C)c(C)c1	-6
CSc1nc(N)nc(SCC(=O)c2ccccc2)c1C#N	-1
CNC(=O)COc1ccccc1C(=O)Nc1ccc2c(c1)oc1ccccc12	5
O=C(Nc1ccc(Cl)cc1)N1CCC(c2nc(-c3ccccc3Cl)no2)CC1	-4
Cc1ccc2nc(C)cc(NCCO)c2c1	10
O=C(O)c1cccc2c1C(=O)c1ccc(-c3ccc(Cl)c(C(F)(F)F)c3)cc1S2(=O)=O	-10
O=C(O)c1ccc(COCC(F)(F)F)cc1	-1
O=C(CCNC(=O)Cn1cnc2ccccc2c1=O)NCCC1=CCCCC1	-2
Cc1cc(Cl)ccc1Oc1nc(-c2ccc(F)cc2)ccc1C#N	3
CC1(C)OC(=O)N(Cc2ccco2)C1(C)O (configuration not stated)	-28
O=C(OCC#CCSc1nc2ccccc2o1)c1cc2ccccc2o1	2
Cc1cc(C=O)c(C)n1-c1ccc(N2CCOCC2)cc1	3
COc1cccc(C(=O)N2CCN(C(=O)c3cccs3)CC2)c1OC	7
COc1ccccc1CNC(=O)C1CCN(Cc2nc(-c3cccc(Cl)c3)oc2C)CC1	4
CCc1nc(N2CCN(Cc3ccc4c(c3)OCO4)CC2)c2oc3ccccc3c2n1	2
CCC/C(=N\NC(=O)c1csc(C)c1C)c1cccs1	8

# The list goes on.
smiles,RAD54 inh
Cc1nn(C(=O)c2cccc([N+](=O)[O-])c2)c(C)c1Sc1ccccc1,0
CC(=O)Oc1ccc(C)cc1N1C(=O)c2ccc(C(=O)O)cc2C1=O,-3
C=C(C)COc1ccc(-c2n[nH]c(C)c2-c2ccc(OC)cc2)c(O)c1,12
O=C(CCNS(=O)(=O)c1cccc2nsnc12)NCc1cccs1,-2
COc1ccc(C2=NOC(C(=O)NC(C)C)C2)cc1 (configuration not stated),8
CCN(C(=O)c1cc2ccccc2oc1=O)c1cccc(C)c1,5
COc1c(O)ccc2c1CN1CCc3cc4c(cc3C1C2)OCO4 (configuration not stated),5
COC(=O)C1=C(C)N=C2SC(C#N)=C(N)N2C1c1ccc(OC)cc1 (configuration not stated),-6
CSc1nc(C)cc(SC(C(C)=O)C(=O)Nc2ccccc2)n1 (configuration not stated),-4
CCc1cc2c(=O)n(Cc3ccco3)c(SCc3c(C)noc3C)nc2s1,-10
COc1ccc(OCC(=O)Nc2cccc(OC)c2)cc1,-2
Cc1cccc(OCC(=O)N2CCC(N3CCCCCC3)CC2)c1,7
COC(=O)[C@@]1(Cc2ccc(OC)cc2)[C@H]2c3cc(C(=O)N(C)C)n(CCSCCO)c3C[C@H]2CN1C(=O)c1ccccc1,-13
CCOC(=O)c1[nH]c(C)c(C(=O)c2ccc(C)cc2)c1C,-13
COCCNc1ncnc2nc[nH]c12,-10
Cc1ccc2c(COC(=O)c3n[nH]c4ccccc34)cc(=O)oc2c1,3
COC(Cc1nnc(SC)n1-c1ccccc1)OC,7
CC(C)Cn1c(-c2cccs2)nc2nc3ccccc3nc21,2
O=C1C=C(NCc2ccc(Cl)c(Cl)c2)C2(CCCCC2)O1,5
Cc1occc1-c1nnc(SCc2nc3ccccc3c(=O)n2CC#N)n1C,-14

# Taken from above.
# RAD54 inh with `CCc1cc2c(=O)n(Cc3ccco3)c(SCc3c(C)noc3C)nc2s1` is entered as -10
# RAD54 inh with `COC(Cc1nnc(SC)n1-c1ccccc1)OC` is entered as 7
# RAD54 inh with `Cc1cccc(OCC(=O)N2CCC(N3CCCCCC3)CC2)c1` is entered as 7
# RAD54 inh with `COc1c(O)ccc2c1CN1CCc3cc4c(cc3C1C2)OCO4` (configuration not stated) is entered as 5
# RAD54 inh with `Cc1nn(C(=O)c2cccc([N+](=O)[O-])c2)c(C)c1Sc1ccccc1` is entered as 0
# RAD54 inh with `O=C(CCNS(=O)(=O)c1cccc2nsnc12)NCc1cccs1` is entered as -2

# (listing goes on)
smiles,RAD54 inh
Nn1c(SCC(=O)Nc2ccc(F)cc2)nnc1-c1ccccn1,-3
C=C(C)C1Cc2nc(N)nc(C)c2C1 (configuration not stated),-3
CC(C)(C)NCC(=O)c1c[nH]c2ccccc12,7
Cc1cc(C)n(-c2ncnc3c2oc2ccccc23)n1,2
COc1ccc(OC)c(C(=O)COC(=O)c2cc(C)oc2C)c1,7
CCn1c(CCNC(=O)c2ccc(Cl)cc2)n[nH]c1=S,-3
O=C(N/N=C/c1ccc(OCCCF)cc1)c1cc(OCC(F)(F)F)ccc1OCC(F)(F)F,5
COCCNC(=O)c1cc(Br)ccc1Cl,3
N#Cc1cccc(S(=O)(=O)Nc2c(NC3CCCCC3)c3ccccc3oc2=O)c1,-4
CCN(c1ccccc1)S(=O)(=O)c1ccc(C(=O)Nc2nnc(COC)o2)cc1,8
O/N=C/c1cc(Br)ccc1OCc1ccccc1F,-3
Cc1ccc(N(CC(=O)N/N=C/c2cc(C)n(-c3ccccc3)c2C)S(C)(=O)=O)c(C)c1,-5
CCN1CCN(c2ncc(C(=O)Nc3c(F)cc(F)cc3Br)c3ccccc23)CC1,-5
CCN(CCCNC(=O)COc1cc(=O)n(C)c2ccccc12)c1ccccc1,10
CCOC(=O)c1ccccc1OCc1cc(/C=N/n2cnnc2)ccc1OC,-2
CCCn1c(C(O)c2ccc(OC)cc2)nc2ccccc21 (configuration not stated),5
COc1ccc(S(=O)(=O)c2c(N)n(Cc3ccco3)c3nc4ccccc4nc23)cc1,-45
Cc1cccc(NC(=O)COC(=O)CNC(=O)C2CCCCC2)c1,1
CN(Cc1ccccc1)c1nc(N)c([N+](=O)[O-])c(Nc2cccc(F)c2)n1,0
CC(=O)Nc1ccc(S(=O)(=O)c2c(N)n(CCN3CCOCC3)c3nc4ccccc4nc23)cc1,-4
CCC1(CC)NC(=O)N(CC(=O)Nc2sc3c(c2C(N)=O)CCC3)C1=O,-4
N#Cc1c(Oc2ccc3ccccc3c2)sc(C(=O)c2ccccc2)c1N,1
CN(C)S(=O)(=O)N1CCN(CC(=O)Nc2cc(Cl)ccc2Cl)CC1,2
CC(Nc1cccc2ccccc12)C(=O)N/N=C/c1ccccn1 (configuration not stated),-2
O=C(O)c1[nH]nc2c1COc1ccccc1-2,-4
CCOC(=O)c1cnn(-c2nc(SC)nc3sc4c(c23)CCC4)c1N,-2
Cn1ncc2c(Nc3ccccc3Br)ncnc21,1
CN(c1ncc(C(F)(F)F)cc1Cl)n1cc(C(=O)O)c2ccccc2c1=O,0
Cc1cc(NC(=O)CSc2nnnn2C2CCCC2)no1,-5
CS(=O)(=O)N(CC(=O)Nc1ccc(Cl)c(Cl)c1)C1CCCCC1,2
CC(=O)Nc1nc(-c2ccc(Br)s2)cs1,-6

# In a second layout: entries from further up.
O=C(COC(=O)C12CC3CC(CC(O)(C3)C1)C2)Nc1ccccc1OC(F)F
- RAD54 inh = 3
Cc1cccc(OCC(=O)N2CCC(N3CCCCCC3)CC2)c1
- RAD54 inh = 7
Cc1cccc(NC(=O)COC(=O)CNC(=O)C2CCCCC2)c1
- RAD54 inh = 1
Cc1cc(C)n(-c2ncnc3c2oc2ccccc23)n1
- RAD54 inh = 2
